# Bioassay records deposited in PubChem by National Center for Advancing Translational Sciences (NCATS).
# D3 ag – D3 dopamine receptor (human) agonism; P35462; D3R DiscoveRx beta-arrestin cells, luminescence, 90 min; max activation, %; 0.58% of 410,000 active; AID 652048; in the data active = max activation above about 30%; also: 0% is about no effect; mostly tested at two doses, the higher about 12 µM
# Target sequence (P35462 whole entry, looked up): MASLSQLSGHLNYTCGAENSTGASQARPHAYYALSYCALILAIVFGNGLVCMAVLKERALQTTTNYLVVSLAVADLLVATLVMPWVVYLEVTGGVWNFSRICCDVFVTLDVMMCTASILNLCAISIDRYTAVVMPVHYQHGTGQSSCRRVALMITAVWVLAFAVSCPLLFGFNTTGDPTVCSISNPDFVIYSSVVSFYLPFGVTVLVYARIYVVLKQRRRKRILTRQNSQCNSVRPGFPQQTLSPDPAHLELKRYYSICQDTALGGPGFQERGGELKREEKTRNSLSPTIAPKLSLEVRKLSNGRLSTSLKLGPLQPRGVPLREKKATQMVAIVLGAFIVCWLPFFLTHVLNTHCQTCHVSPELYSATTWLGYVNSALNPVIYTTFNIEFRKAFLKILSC
#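 Agonist mode: compounds and dopamine controls were applied to plated cells for 90 min at 37 degrees C after an overnight attachment at 1500 cells/well. Luminescent read-out followed 30 - 60 minutes at room temperature with DiscoveRx detection reagent.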
# PTHR1 ag – activates the human parathyroid hormone receptor PTHR1; Q03431; HEK293 GP2 PTHR1 cells, GloSensor cAMP luminescence, 1 h; Potency, µM (titrated, usually from 115 µM), for the others: at the highest dose activation, hits mostly activators; 0.075% of 410,000 active; AID 743266; active = well fitted activation curve with a large enough effect; inconclusive = small, poorly fitted or top-dose-only effect, or another doubt; inactive = no such curve, though single readings can be large or run the other way; also: potency is read from the fitted curve at half-maximal effect; nearly all actives have a fitted effect of over 55% in size; some results filed as inactive show a strong effect at the top dose; inactives centre near -15; many of its hits are not listed in these tables
# Target sequence (Q03431 whole entry, looked up): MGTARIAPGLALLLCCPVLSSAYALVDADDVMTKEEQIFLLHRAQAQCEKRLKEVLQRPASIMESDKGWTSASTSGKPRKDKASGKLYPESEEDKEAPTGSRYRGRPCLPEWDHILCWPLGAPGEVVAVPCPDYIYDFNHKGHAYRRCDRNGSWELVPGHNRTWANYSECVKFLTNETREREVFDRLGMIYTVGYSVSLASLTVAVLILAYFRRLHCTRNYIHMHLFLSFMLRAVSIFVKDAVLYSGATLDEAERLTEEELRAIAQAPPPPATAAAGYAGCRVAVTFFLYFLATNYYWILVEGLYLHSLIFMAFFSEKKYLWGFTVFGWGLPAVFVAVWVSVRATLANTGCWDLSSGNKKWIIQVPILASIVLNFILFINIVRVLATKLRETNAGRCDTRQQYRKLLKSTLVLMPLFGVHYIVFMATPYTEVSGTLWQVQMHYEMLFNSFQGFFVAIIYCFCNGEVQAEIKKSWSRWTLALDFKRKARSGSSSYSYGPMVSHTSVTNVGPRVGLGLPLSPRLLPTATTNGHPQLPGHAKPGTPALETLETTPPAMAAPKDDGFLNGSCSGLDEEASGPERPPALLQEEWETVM
#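 HEK-293-derived GP2 cells expressing PTHR1 and a GloSensor cAMP reporter, 3,000/well, plated overnight, given luciferin plus IBMX (each 0.5 mM as added) for 1 h at 37 °C, then compound for 1 h at 37 °C. Luminescence was read after 15 min at room temperature.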
# The depositor's hits bear a star; i = inactive; ? = inconclusive; [ ] = another dose, or the depositor's remark. Not all compounds are listed, so the mix of outcomes need not match the whole.
SMILES,D3 ag,PTHR1 ag
Cc1ccc(C(=O)Nc2ccc(F)cc2)cc1S(=O)(=O)N1CCOCC1,7,-22%
Cc1ccccc1C(=O)n1nc(-c2ccco2)nc1NCc1cccs1,7,-2%
COc1ccccc1N1CCN(C(=O)c2ccc(CS(=O)c3ccccc3C)o2)CC1 (stereo unspecified),-12,-17%
Clc1ccc(-n2ncc3c(NC4CCCC4)ncnc32)cc1,-16,-38%
Cc1ccc(NC(=O)CSc2n[nH]c(-c3ccc(F)cc3)n2)cc1F,-10,-10%
Cc1cccc(Cn2cc(S(=O)(=O)c3cccc(C)c3)c(=O)c3cc(F)c(N4CCOCC4)cc32)c1,6,i
CCC(=O)Nc1ccccc1-c1nc2ccccc2n(CC(=O)Nc2ccccc2OC)c1=O,7,i
COc1ccc(CC(=O)NCc2ccc3c(c2)CCN3C(C)=O)cc1,5,i
COc1cc(OC)c(NC(=O)C(C)n2nc(-c3ccc(C)c(C)c3)ccc2=O)cc1Cl (stereo unspecified),1,-9%
COc1cccc(CNC(=O)Cc2c(C(=O)O)c(C)cn2C)c1,8,-25%
COCCCn1c(=O)c2sccc2n2c(CCCC(=O)Nc3cc(C)cc(C)c3)nnc12,1,-20%
COc1ccc(Nc2nc(N)nc(N)c2S(=O)(=O)c2ccccc2)cc1,0,-11%
COc1ccc(-c2c(C#N)c(SCC(=O)Nc3cccc(Cl)c3)nc(C)c2C(=O)Nc2ccccc2)cc1OC,-2,i
Cc1ccc(-c2nc(S(=O)(=O)c3ccc(C)cc3)c(N3CCCCC3)o2)cc1,-10,-1%
CCOC(=O)c1cc2c(=O)n3ccccc3nc2n(CC2CCCO2)c1=NC(=O)c1cc(C)cc(C)c1 (stereo unspecified),10,-22%
Cc1cc(C)cc(OCc2cc(=O)n3c4c(sc3n2)CCCC4)c1,7,-50%[inhibitor]
COc1cc(C(=O)NCC(c2cccs2)S(=O)(=O)c2cccs2)cc(OC)c1OC (stereo unspecified),6,-24%
CCOc1ccc(-c2nc(SCC(=O)NC3CCCC3)c(-c3ccccc3)[nH]2)cc1OC,-3,-13%
COc1ccc(C(CNC(=O)c2ccc(C)cc2)N2CCOCC2)cc1 (stereo unspecified),-39,?
CCN(C(=O)CSc1nc2n[nH]c(C)c2c(=N)n1-c1cccc(OC)c1)c1cccc(C)c1,3,i
CCOc1ccccc1NC(=O)CSc1nc2c(oc3ccccc32)c(=O)n1-c1ccc(C)c(C)c1,7,i
CCc1ccc(CNC(=O)C(CC)n2nc(C)c3c(C)n(-c4ccccc4)nc3c2=O)cc1 (stereo unspecified),-15,-50%[inhibitor]
Cc1cccc(NC(=O)N2CCN(C(=O)c3nsc4ccccc34)CC2)c1C,2,i
Cc1ccc(CNC(=O)Cn2cc(S(=O)(=O)Cc3cccc(Cl)c3)c3ccccc32)cc1,4,i
COc1ccc(Nc2ncc(C(=O)Nc3ccc(F)cc3F)c3ccccc23)cc1,5,-13%
SMILES,D3 ag,PTHR1 ag
COc1ccc(NC(=O)c2c(-c3ccccc3)c(-c3ccccc3)nn(C)c2=O)cc1OC,1,i
Cc1cc(C)cc(NC(=O)Cn2c3ncccc3c(=O)n2-c2ccc(C)c(C)c2)c1,7,i
COc1ccc(Cl)cc1NC(=O)CSc1nccn1-c1ccc(Cl)cc1,-12,-31%[inhibitor]
CN1C(C(=O)c2ccccc2)=C(NC(=O)c2ccccc2Br)c2ccccc2S1(=O)=O,-1,-40%[inhibitor]
CC1=C(C(=O)OCc2ccc(C)cc2)C(c2ccccc2Cl)CC(=O)N1 (stereo unspecified),8,-69%[inhibitor]
COc1ccc(C(=O)Nc2ccc(OCc3cc(=O)n4ccsc4n3)cc2)cc1OC,1,-25%
CCc1ccc(-n2c(=O)c3sc4ccccc4c3n(CC(=O)NC3CCCC3)c2=O)cc1,2,-9%
Cc1cc(OCCCn2c(CCNC(=O)C3CCCCC3)nc3ccccc32)ccc1Cl,-16,-41%[inhibitor]
Cc1ccc(CNC(=O)CC2Oc3ccc(Cl)cc3NC2=O)cc1 (stereo unspecified),-17,-13%
CC1CCCCN1C(=O)c1cc(-c2ccc(Br)cc2)on1 (stereo unspecified),3,-21%
CCOc1ccc(CNC(=O)c2cc3ccccn3n2)cc1,-10,-37%[inhibitor]
COc1ccc2c(c1)c1c(c(=O)n(CCc3ccccc3)c(=O)n1Cc1ccc(Cl)cc1)n2C,6,-48%[inhibitor]
Cc1ccc(NC(=O)CN2CCN(S(=O)(=O)c3ccc(C(C)C)cc3)CC2)cc1F,-10,-14%
CCOc1cccc(C(=O)Nc2ccc(S(=O)(=O)N(Cc3ccccc3)c3ccccc3)cc2)c1,8,-16%
CCOc1ccccc1NC(=O)c1cc2cc3cc(C)ccc3nc2s1,0,i
Cc1cc(C)c(NC(=O)c2cc(CN3CCOCC3)on2)c(C)c1,6,i
CCCCN(CC)CCCNC(=O)Nc1sc2nc3n(c(=O)c2c1C)CCC(C)CC3 (stereo unspecified),-31,-19%
CN(C)c1ccc(-c2nc(-c3cc4cc(Cl)ccc4oc3=O)cs2)cc1,7,i
COc1ccc(CNC(=O)Cn2ccc3cc(S(=O)(=O)N4CCCCC4)ccc32)cc1OC,4,i
COc1cc2[nH]c(=O)n(CCCC(=O)NCc3ccc(Cl)cc3)c(=O)c2cc1OC,-10,-5%
CCOC(=O)c1sc(NC(=O)c2cc(CC)on2)c(C(=O)OCC)c1C,3,i
CC(=O)Nc1ccc(NC(=O)c2oc3c(c2C)-c2nn(Cc4ccccc4Cl)cc2CC3)cc1,-12,i
O=S(=O)(NCCc1nnc2ccc(SCc3ccc(Cl)cc3Cl)nn12)c1ccccc1,-1,-62%[inhibitor]
Cc1ccc2oc(=O)n(CCCOc3ccccc3Cl)c2c1,-21,-49%[inhibitor]
COc1ccccc1Nc1cc(C(=O)NCCCN(C)C2CCCCC2)c2ccccc2n1,-36,?

# Reprinted at random: 2 compounds from above.
SMILES,D3 ag,PTHR1 ag
CCOc1ccc(CNC(=O)c2cc3ccccn3n2)cc1,-10,-37%[inhibitor]
COc1ccc(CNC(=O)Cn2ccc3cc(S(=O)(=O)N4CCCCC4)ccc32)cc1OC,4,i

# For reference, some entries already given:
SMILES,D3 ag,PTHR1 ag
CN1C(C(=O)c2ccccc2)=C(NC(=O)c2ccccc2Br)c2ccccc2S1(=O)=O,-1,-40%[inhibitor]
CC1=C(C(=O)OCc2ccc(C)cc2)C(c2ccccc2Cl)CC(=O)N1 (stereo unspecified),8,-69%[inhibitor]
COc1ccc(C(=O)Nc2ccc(OCc3cc(=O)n4ccsc4n3)cc2)cc1OC,1,-25%
CCc1ccc(-n2c(=O)c3sc4ccccc4c3n(CC(=O)NC3CCCC3)c2=O)cc1,2,-9%

# Other structures follow.
SMILES,D3 ag,PTHR1 ag
COc1ccc(CNC(=O)c2cnn(-c3ccc(C)cc3)c2-n2cccc2)cc1OC,2,-35%
NC(=O)CSc1ncc2c(n1)-c1ccccc1N(Cc1ccc(Cl)cc1)S2(=O)=O,5,i
COc1ccc(CCNS(=O)(=O)c2ccc(F)c(C(=O)Nc3ccc(Cl)cc3)c2)cc1OC,3,-49%[inhibitor]
CC1=C(C(=O)Nc2ccccc2)C(C(C)C)n2nc(SCc3ccccc3C)nc2N1 (stereo unspecified),7,-5%
CCCC(=O)Nc1ccc2nc(SCC(=O)N3CCOCC3)sc2c1,2,-7%
CCCC12CN3CC(C)(CN(C1)C3c1ccc(CC)cc1)C2=O (stereo unspecified),2,-17%
Cc1ccc(N2CC(NC(=O)CCCc3ccccc3)CC2=O)cc1 (stereo unspecified),3,i
Cc1ccc(Cl)cc1NC(=O)Cn1c(=O)cc(C)c2c(C)nn(C)c21,7,i
CCOc1ccc(-c2cc3nc(C4CCN(C(=O)OC(C)(C)C)CC4)c(C(=O)Nc4ccc(C)cc4C)cn3n2)cc1,17,-21%
O=C(Nc1c(O)c2ccccc2oc1=O)c1cccc(F)c1,-3,i
CCC(=O)N1CCc2cc(Br)cc(S(=O)(=O)CCC(=O)Nc3ccccc3C)c21,7,-1%
COc1ccc(-c2nc(CNS(=O)(=O)c3ccc(F)cc3)cs2)cc1,-9,-5%
CCCC(=O)Oc1c(Sc2ccc(Cl)cc2)c(C)nn1-c1ccccc1,-9,-68%[inhibitor]
CCC1CN(C(=O)Nc2ccccc2F)c2cc(C)ccc2O1 (stereo unspecified),1,-15%
CCN1CCN(c2ncnc3c2cnn3-c2cccc(C)c2)CC1,-8,i
Cc1cc(C)cc(-n2c(SCC(=O)N3CCC(C)CC3)nc3c([nH]c4ccccc43)c2=O)c1,2,15%
Oc1c(C(c2ccc(Br)cc2)N2CCOCC2)sc2nc(-c3ccco3)nn12 (stereo unspecified),-1,i
CCCN(CCC)CCCNC(=O)Cn1cc2c(n1)-c1c(oc(C(=O)N3CCCC3)c1C)CC2,12,-17%
O=C(CCC1N=C2c3ccccc3N=C(SCc3ccc(F)cc3)N2C1=O)NCc1cccs1 (stereo unspecified),0,-13%
CCOC(=O)c1c(-c2ccccc2)csc1NC(=O)c1cc(-c2cccc(OC)c2)on1,10,40µM*
COc1cc2ccccc2cc1C(=O)Nc1cccc(-c2nc3cc(C)c(C)cc3o2)c1C,5,i
Cc1c(Cl)cccc1NC(=O)c1noc2c1CCCC2,8,-17%
Cc1cccc(N2CCN(C(=O)Cn3ncc4c([nH]c5ccccc54)c3=O)CC2C)c1 (stereo unspecified),13,-12%
COc1cc(OC)cc(-c2nc3nc(C)c(CCC(=O)Nc4ccc(C)cc4)c(C)n3n2)c1,-13,i
CCCCNC(=O)CCC1N=C2c3ccccc3N=C(SCC(=O)NCCc3ccc(OC)c(OC)c3)N2C1=O (stereo unspecified),-3,i

# Record cards, as listed above. Order of screens: D3 ag, PTHR1 ag
# Entry for Cc1c(Cl)cccc1NC(=O)c1noc2c1CCCC2 = 8, -17%
# Entry for Cc1cc(C)cc(-n2c(SCC(=O)N3CCC(C)CC3)nc3c([nH]c4ccccc43)c2=O)c1 = 2, 15%
# Entry for COc1ccc(CCNS(=O)(=O)c2ccc(F)c(C(=O)Nc3ccc(Cl)cc3)c2)cc1OC = 3, -49%[inhibitor]
# Entry for COc1ccc(CNC(=O)c2cnn(-c3ccc(C)cc3)c2-n2cccc2)cc1OC = 2, -35%
# Entry for CC1=C(C(=O)Nc2ccccc2)C(C(C)C)n2nc(SCc3ccccc3C)nc2N1 (stereo unspecified) = 7, -5%

# Additional compounds.
SMILES,D3 ag,PTHR1 ag
CCOC(=O)Cn1c(=O)n(-c2ccccc2OC)c2nc(-c3cccc(F)c3)nc(C(N)=O)c21,4,i
O=C(Cc1ccc(Cl)cc1)Nc1ccc2oc(-c3ccccc3F)nc2c1,8,-5%
COC(=O)C1CCN(S(=O)(=O)c2cc3c4c(c2)C(C)C(=O)N4CCC3)CC1 (stereo unspecified),2,-11%
COc1ccc(NS(=O)(=O)c2ccc3[nH]c4c(c3c2)CCCC4)cc1OC,1,-32%
Cc1ccc(-n2c(=O)c3c(C)c(C)sc3n(CC(=O)NCc3ccccc3)c2=O)cc1C,-3,-13%
Fc1cccc(Cl)c1Cn1c(-c2cccs2)nc2ccccc21,3,-2%
COc1ccc(-c2nc(CNS(=O)(=O)c3ccccc3)cs2)cc1,1,-35%[inhibitor]
O=C(c1ccccc1Cl)N1CCCC(c2nc3c(nnn3Cc3ccc(F)cc3F)c(=O)[nH]2)C1 (stereo unspecified),-10,3%
CC1CCC(NC(=O)Cn2ncc3c4ccccc4n(Cc4ccc(F)cc4)c3c2=O)CC1 (stereo unspecified),-4,i
CC(C)c1ccc(NC(=O)C2CCN(S(=O)(=O)c3ccc(Br)s3)CC2)cc1,8,-10%
Cc1ccc(OCCSc2nnc(-c3cccs3)o2)cc1Cl,6,-20%
Cn1c(=O)c2c(-c3ccc(Cl)cc3)n(CCc3ccccc3)cc2n(C)c1=O,-4,-26%
O=C(NCCc1ccc(F)cc1)C(=O)NCC(c1cccs1)S(=O)(=O)c1ccccc1 (stereo unspecified),-3,-9%
Cc1cc(C)c(NC(=O)COCc2cc(-c3cccs3)on2)c(C)c1,-3,i
Cc1ccc(C)n1-c1nnc(N2CCCC(C(=O)Nc3ccccc3Br)C2)s1 (stereo unspecified),2,-51%[inhibitor]
COc1cc(-c2noc(-c3ccc(N(C)C)c([N+](=O)[O-])c3)n2)cc(OC)c1OC,13,-31%[inhibitor]
CCOc1ccccc1NC(=O)Cn1c(=O)ccc2cc(S(=O)(=O)N3CCC(C)CC3)ccc21,-21,?
COc1cc(OC)c(OC)cc1CNc1sc2c(c1C(=O)Nc1ccccc1OC)CCC2,5,-24%
COc1ccc(NC(=O)Cn2c(=O)n(Cc3nc(-c4ccccc4)no3)c(=O)c3ccccc32)cc1Cl,1,i
CCCOc1ccc(CNC(=O)CCCN2C(=O)CSc3c2c(C)nn3-c2ccccc2)cc1,-3,-22%
Cn1c(=O)oc2cc(S(=O)(=O)N3CCC(C(=O)N4CCN(c5ccccc5F)CC4)CC3)ccc21,2,-52%[inhibitor]
